Screens deposited in PubChem BioAssay by several laboratories.
PRMT1 FP inh: blocks human protein arginine methyltransferase 1 | recombinant PRMT1, activity-based probe fluorescence polarization | 1.3% of 370,000 active | inhibition, % at 2.79 µM | Q99873;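 active = inhibition above about 21% made by adding two undisclosed values, limit read from the data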
TCR-CD3 inh: human TCR-CD3 binding inhibition; 0.37% of 360,000 active; TAMRA-labeled TCR probe fluorescence, biochemical; AID 651800; inhibition, % at 9.4 µM; in the data active = inhibition above about 19%;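 also: recombinant mutant TCR 2C K166C tagged with TAMRA read by polarization; 0% = receptor in buffer alone and 100% = receptor with positive control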
LEDGF integ inh: blocks HIV-1 LEDGF/p75-dependent DNA integration | TR-FRET IN-LEDGF/p75 DNA integration, Eu/Cy5 | inhibition, % at 3.7 µM | 0.64% of 370,000 active;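 active = inhibition above the screen-wide mean plus 3 SD, cut at about 13% in these data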;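 also: signal is the Cy5 over europium emission ratio at 671 and 618 nm; 0% = plate median of compound wells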
NR1D1 modulator: modulators of human Rev-erb alpha DNA binding; P20393; 0.79% of 370,000 active; activity, % at 10 µM; Rev-erbα–FITC-DNA binding, fluorescence polarization, 90 min;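 active = activity above about 14%, limit read from the data; passing the limit was not always enough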;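 also: 0% = DMSO wells with 35 nM protein and 100% = DMSO wells with 750 nM protein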
PG9 Ab binder: PG9 antibody binding by small molecule. TR-FRET gp120-PG9 antibody binding. inhibition, % at 6.7 µM. 0.43% of 360,000 active. AID 624416; in the data active = inhibition above about 8.5%
rCAG binder: r(CAG) repeat RNA binding; TO-PRO-1 dye displacement fluorescence; inhibition, % at 3 µM; 1.3% of 370,000 active;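 active = inhibition above the plate cutoff, the mean of all test compounds on that plate plus 3 SD, cut at about 35% in these data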;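 also: 0% = DMSO alone and 100% = 100 µM mitoxantrone as full dye displacement; higher means more dye released from RNA so lower well fluorescence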
mABHD4 FP: inhibits mouse alpha/beta hydrolase domain 4. Q8VD66. purified mABHD4, FP-Rh probe fluorescence polarization. inhibition, % at 8.92 µM. 0.54% of 370,000 active. AID 720543;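 active = inhibition exceeding the mean over every tested compound plus 3 SD, cut at about 30% in these data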;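 also: 0% = plate median of compound wells and 100% = S159A mutant with DMSO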
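Assay system: mABHD4 protein; medium: HEPES pH 7.0, NaCl, Pluronic buffer; dosing: 8.92 µM, single dose; schedule: 45 min + 60 min at 25 °C; signal: FP readout, ex 525 nm / em 598 nm; read-out: normalized percent inhibition of probe labeling; repeats: single replicate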
MBD2 inh: blocks human MBD2 binding to methylated DNA; Q9UBB5; TR-FRET, MBD2 binding to methylated oligonucleotide; 0.31% of 370,000 active; AID 686964; inhibition, % at 4.4 µM; in the data active = inhibition above about 13%
HTRA1 inhibitor: blocks human HTRA1 serine peptidase; Q92743; recombinant HTRA1, FP-rhodamine activity-based probe, fluorescence polarization; inhibition, % at 5.96 µM; 0.5% of 340,000 active; in the data active = inhibition above about 36%;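 also: 0% = enzyme with DMSO and 100% = wells lacking enzyme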
UHRF1 binding: human UHRF1 methylated DNA binding inhibitors | inhibition, % at 4.4 µM | UHRF1 binding to methylated oligo, TR-FRET | 0.75% of 370,000 active; in the data active = inhibition above about 21%;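 also: UHRF1 SRA domain binding a hemimethylated CpG hairpin DNA probe; 0% = median of test compound wells and 100% = reference inhibitor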
Target sequence (Q96T88 whole entry, looked up, the tested form may be a part): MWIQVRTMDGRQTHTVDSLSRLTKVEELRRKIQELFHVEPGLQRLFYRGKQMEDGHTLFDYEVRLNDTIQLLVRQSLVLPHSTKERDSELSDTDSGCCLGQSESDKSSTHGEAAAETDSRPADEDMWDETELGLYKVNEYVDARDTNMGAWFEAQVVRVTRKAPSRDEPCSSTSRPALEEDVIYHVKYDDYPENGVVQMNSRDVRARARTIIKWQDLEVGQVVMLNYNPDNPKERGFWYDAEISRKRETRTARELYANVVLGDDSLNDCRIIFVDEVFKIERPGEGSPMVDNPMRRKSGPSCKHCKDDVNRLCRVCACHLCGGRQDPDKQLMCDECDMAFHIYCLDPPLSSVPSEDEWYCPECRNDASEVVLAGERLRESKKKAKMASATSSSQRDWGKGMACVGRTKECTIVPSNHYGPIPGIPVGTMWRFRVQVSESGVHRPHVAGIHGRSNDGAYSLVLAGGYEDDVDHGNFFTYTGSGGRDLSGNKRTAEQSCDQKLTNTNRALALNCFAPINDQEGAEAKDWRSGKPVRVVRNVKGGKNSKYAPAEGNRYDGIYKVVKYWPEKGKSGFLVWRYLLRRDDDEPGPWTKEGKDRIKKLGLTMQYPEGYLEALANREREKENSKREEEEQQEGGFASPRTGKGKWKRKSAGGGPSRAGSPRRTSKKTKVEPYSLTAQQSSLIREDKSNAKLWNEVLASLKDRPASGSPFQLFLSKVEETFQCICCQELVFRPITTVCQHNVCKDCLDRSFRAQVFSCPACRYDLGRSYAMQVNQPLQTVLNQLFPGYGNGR
Starred values were filed as active, the others as inactive; nt = not tested or not shown.

SMILES	PRMT1 FP inh	TCR-CD3 inh	LEDGF integ inh	NR1D1 modulator	PG9 Ab binder	rCAG binder	mABHD4 FP	MBD2 inh	HTRA1 inhibitor	UHRF1 binding
COc1ccccc1NC(=O)c1cc(C)nc2ccccc12	3	-3	2	-1	1.4	-3	-1	1	-1	4
CC(=O)Nc1ccc(C(=O)OCC(=O)NCCC2=CCCCC2)cc1	-1	-1	0	-6	0.3	-4	-6	4	-3	-1
CC(=O)Nc1ccc(OC(=O)c2cc3cc(Br)cc(Br)c3oc2=O)cc1	-3	3	-2	-4	-0.8	7	-2	2	nt	-2
N[C@@H](Cc1ccccc1)C(=O)N1CCC(C(=O)NCC(=O)NCC(=O)O)CC1	-1	-2	7	2	-1.0	1	-2	-2	-2	0
Cc1cc(NC(=O)c2ccc(NS(=O)(=O)c3ccc(C)c(C)c3)cc2)no1	14	nt	3	-1	nt	12	-4	0	nt	1
O=C(Nc1nc2ncccn2c1-c1ccc(F)c(F)c1)c1ccccc1	1	nt	0	-6	nt	2	0	-5	nt	-3
O=C(c1cc(F)cc(F)c1)N1CCCC(c2nc(-c3cccs3)no2)C1 (stereo not given)	2	nt	-3	-4	nt	2	6	0	nt	-2
COCCn1c(SCC(=O)NCc2ccccc2)nnc1-c1ccco1	4	-2	-3	-10	0.7	-3	2	0	5	-1
CC[C@]12c3[nH]c4cc(CCC(=O)N(C)C)ccc4c3CCN1C(=O)[C@@H](CC(=O)NCc1ccco1)C[C@@H]2C(=O)N1CCN(C(=O)c2ccco2)CC1	-3	-3	4	-3	-0.5	5	-1	-3	7	9
O=C(c1ccccc1)C1CCN(C(=O)c2cccs2)CC1	3	-7	-8	1	-0.7	-6	-1	2	5	1
O=C(CNC(=O)c1ccc2c(c1)OCCO2)N/N=C/c1ccc(Cl)cc1	-1	-1	6	0	-2.9	6	12	4	6	-2
COc1cc(C(=O)Nc2nnc(C3=COCCO3)o2)cc(OC)c1OC	2	-9	0	-1	-0.5	-3	-2	0	0	-5
CN(C(=O)c1ccc2c(c1)OCO2)C1(C(=O)NC2CCCC2)CCCCC1	-1	2	4	0	0.1	-8	-3	0	0	9
Cc1onc(-c2ccccc2Cl)c1C(=O)N1CCN(C=O)CC1	3	-7	-5	8	-0.6	-6	5	5	2	1
CCN1CCN(CCC(=O)Nc2ccccc2)CC1	-7	10	-1	-2	0.5	-2	2	-4	7	-3
CCOC(=O)CN1CC23C=CC(O2)C(C(=O)NCCc2ccccc2)C3C1=O (stereo not given)	-2	4	-4	5	-1.8	-2	0	0	7	0
O=C(NN1C(=O)/C(=C/c2ccc(O)cc2)SC1=S)c1ccccc1O	4	-12	-2	16	-0.8	2	-37	-6	-50	-8
CC(=O)N1c2ccc(S(=O)(=O)N3CCC(C(=O)NCc4ccccc4)CC3)cc2CC1C (stereo not given)	2	2	-1	-3	-1.4	-1	0	-5	4	-1
CC(=O)N1CCCc2cc(S(=O)(=O)N(C)CC(=O)Nc3ccccc3)ccc21	2	-5	4	-8	2.1	1	1	1	6	1
O=C(NCCCN1CCCC1=O)C(=O)NCC1OCCN1S(=O)(=O)c1ccc(Br)cc1 (stereo not given)	0	9	3	5	-1.2	-4	-3	-4	8	-1
COc1ccc(NC(=O)C2CCCNC2=O)cc1 (stereo not given)	-2	2	-5	4	-0.8	-3	-3	1	-1	2
CC1Sc2ccc(S(=O)(=O)CCC(=O)N(C)Cc3ccco3)cc2NC1=O (stereo not given)	13	-3	0	3	-0.5	-1	-4	6	0	3
COC(=O)[C@]12C[C@H](CC(=O)NCc3cccc(C(F)(F)F)c3)C(=O)N(Cc3ccco3)C1=C[C@H](C(C)(C)C)O[C@@H]2C	3	nt	2	2	nt	-1	-10	-4	nt	-2
CCC(=O)Nc1ccc2nc(SCC(=O)N3CCOCC3)sc2c1	-3	6	5	-3	-0.6	-3	9	-1	2	-4
COc1ccc2ccc(O)c(CN3CCN(S(=O)(=O)c4cc([N+](=O)[O-])ccc4C)CC3)c2c1	7	0	-4	-3	-1.6	12	-2	-1	-5	2

Only PG9 Ab binder (3 entries from above):
compound	PG9 Ab binder
O=C(c1ccccc1)C1CCN(C(=O)c2cccs2)CC1	-0.7
O=C(CNC(=O)c1ccc2c(c1)OCCO2)N/N=C/c1ccc(Cl)cc1	-2.9
COc1cc(C(=O)Nc2nnc(C3=COCCO3)o2)cc(OC)c1OC	-0.5

Returning to the listing with the 2 entries that preceded the break.
SMILES	PRMT1 FP inh	TCR-CD3 inh	LEDGF integ inh	NR1D1 modulator	PG9 Ab binder	rCAG binder	mABHD4 FP	MBD2 inh	HTRA1 inhibitor	UHRF1 binding
CCC(=O)Nc1ccc2nc(SCC(=O)N3CCOCC3)sc2c1	-3	6	5	-3	-0.6	-3	9	-1	2	-4
COc1ccc2ccc(O)c(CN3CCN(S(=O)(=O)c4cc([N+](=O)[O-])ccc4C)CC3)c2c1	7	0	-4	-3	-1.6	12	-2	-1	-5	2
COc1cc(S(=O)(=O)N2CCN(C(=O)c3cccs3)CC2)ccc1NC(C)=O	-3	-6	2	5	0.0	2	-4	1	4	5
O=C(O)CC(CC(=O)Nc1ccc(C(=O)O)cc1)c1ccccc1 (stereo not given)	-2	-4	3	0	0.2	2	3	-1	4	4
O=C(Nc1cccc(Oc2ccccc2)c1)C1Cc2c(-c3ccccc3)ccnc2O1 (stereo not given)	2	-6	0	-3	0.1	8	-16	5	nt	2
COc1cccc(C(=O)OCCN2CCOCC2)c1	2	0	2	0	-1.9	-2	0	1	3	1
Cc1cc(C)cc(OCC(=O)NN2C(=O)c3ccccc3C2=O)c1	0	-2	-6	7	-0.9	1	2	2	-1	-2
CCc1cc(C(=O)c2ccc(OC)cc2)c(NC(=O)CN2CCCC2)s1	6	-4	-2	2	-2.5	-5	-4	3	-32	4
N=c1c2c3c(sc2ncn1CCCO)CCCC3	-3	1	-2	-7	0.9	-4	-7	1	3	-2
COc1ccc(OC)c(NC(=O)C2(C)CCN2C(=O)CC2CC2)c1 (stereo not given)	0	6	3	0	0.6	1	-6	1	nt	28*
CCC(C)NC(=O)Cn1ccc2cc(S(=O)(=O)N3CCCCCC3)ccc21 (stereo not given)	-1	4	-5	4	-2.0	-1	1	1	0	-1
N#CCSc1nccc(-c2cc(Cl)sc2Cl)n1	0	2	1	0	-1.7	4	3	0	-10	-1
Cc1ccccc1NC(=O)CSc1nnnn1C	2	-4	-1	-2	-2.2	1	1	-1	-4	0
CCOC(=O)C1(CCc2ccccc2)CCN(C(=O)c2ccoc2)CC1	-2	2	-1	-2	-3.3	-7	0	-7	-8	2
N#CC1=C(N)OC2=C(C(=O)CC(c3ccccc3)C2)C1c1cccnc1 (stereo not given)	3	-2	0	-3	-2.4	2	0	-1	0	3
CCCOc1ccc(Cn2c(O)cc(=O)[nH]c2=O)cc1	7	0	0	5	-1.6	38*	2	2	-17	-2
COc1ccc(CNC(=O)c2c(O)c3cc(OC)c(OC)cc3[nH]c2=O)cc1OC	3	-2	1	12	1.5	3	3	-1	4	-1
CCCn1nnc(NC(=S)NC(=O)c2ccc(-c3ccc(Br)cc3)o2)n1	-4	-4	5	2	1.1	3	0	0	4	3
CO/N=C/NC(=O)c1c(OC)ccnc1Oc1ccc(Cl)cc1	-1	8	-7	0	-1.7	-4	-1	-8	4	-1
Cc1cc(F)ccc1N1CCC(N2CCN(CCC(C)C)C(CCO)C2)CC1 (stereo not given)	2	3	0	4	-0.3	-11	2	-1	3	1
Cc1ccccc1CN(c1ccc(C(=O)N2CCN(C)CC2)cc1)S(C)(=O)=O	-2	-1	5	-2	-1.1	-4	-3	0	nt	2
CCC(C)(C)n1nnnc1C(c1ccc(O)cc1)N1CCc2ccccc2C1 (stereo not given)	3	1	3	-5	-1.8	-2	-7	0	-9	-3
O=C(CCc1ccccn1)N1CCCC(N2CCN(c3ccc(F)cc3)CC2)C1 (stereo not given)	-1	-12	2	1	1.0	-7	4	0	1	-1
COc1ccc(OCCN2C(=O)c3ccccc3C2=O)c([N+](=O)[O-])c1	0	1	-2	0	-0.2	-7	5	0	-2	-3
Cn1c(Cl)c(/C=N/OC(=O)c2ccc(Cl)cc2)c2ccccc21	0	-4	-6	-2	-0.4	0	-7	0	-2	1
Cc1ccc(C(=O)N/C(=C\c2cccs2)C(=O)NCc2ccncc2)cc1	-2	4	-3	-3	0.5	1	-2	-1	0	13
CCN1C(=NCCc2ccc([N+](=O)[O-])cc2)N[C@@H](c2ccccc2)[C@H](C(=O)OC)[C@H]1C	2	0	2	-1	-0.1	2	1	-6	3	1

Record cards (already shown).
`CCc1cc(C(=O)c2ccc(OC)cc2)c(NC(=O)CN2CCCC2)s1` across the screens: PRMT1 FP inh = 6; TCR-CD3 inh = -4; LEDGF integ inh = -2; NR1D1 modulator = 2; PG9 Ab binder = -2.5; rCAG binder = -5; mABHD4 FP = -4; MBD2 inh = 3; HTRA1 inhibitor = -32; UHRF1 binding = 4
`COc1ccc2ccc(O)c(CN3CCN(S(=O)(=O)c4cc([N+](=O)[O-])ccc4C)CC3)c2c1` across the screens: PRMT1 FP inh = 7; TCR-CD3 inh = 0; LEDGF integ inh = -4; NR1D1 modulator = -3; PG9 Ab binder = -1.6; rCAG binder = 12; mABHD4 FP = -2; MBD2 inh = -1; HTRA1 inhibitor = -5; UHRF1 binding = 2

Next entries follow:
SMILES	PRMT1 FP inh	TCR-CD3 inh	LEDGF integ inh	NR1D1 modulator	PG9 Ab binder	rCAG binder	mABHD4 FP	MBD2 inh	HTRA1 inhibitor	UHRF1 binding
Cc1cc(C(=O)N/N=C/c2ccc[nH]2)no1	2	4	1	3	-2.4	-1	11	-1	3	-3
Cn1cnc2c(oc3ccccc32)c1=O	2	-4	-1	2	-1.2	-1	2	4	7	-1
CN(C)CCCC1(O)c2ccccc2CCc2ccccc21	0	-2	0	-3	-1.4	0	-1	4	3	5
[2H]C(CCOS(N)(=O)=O)c1ccc(C(C)(C)C)cc1 (stereo not given)	0	-2	-2	1	0.8	-3	-5	1	-5	-2
C=CCOC1=CS(=O)(=O)N(Cc2ccc(Br)cc2)c2ccc(Br)cc21	5	-3	2	-3	0.4	11	-17	-5	-13	1
COc1ccc(C(=O)N2CCCCC2c2cc(C(=O)NCc3cccnc3)no2)cc1 (stereo not given)	-2	1	12	-7	0.1	-2	-6	2	nt	-1
CC(C)(C)c1ccc(C(=O)Nc2cc(Cl)c(Cl)cc2C(=O)O)cc1	2	nt	4	-1	nt	nt	-96	0	nt	1
C[C@H](CO)N1C[C@H](C)[C@@H](CN(C)S(=O)(=O)c2ccc(F)cc2)Oc2ccc(NC(=O)CCN3CCOCC3)cc2C1=O	0	-8	1	-1	-0.3	4	-4	4	-2	-1
CCOC(=O)N1CCN(CC(O)COc2ccc3c(c2)CCC3)CC1 (stereo not given)	-1	3	-1	-3	3.0	-9	6	5	-2	20
CCOc1ccc(CCNC(=O)c2cc(C)on2)cc1OCC	-1	3	-4	8	-0.9	-7	-3	-3	5	0
Cc1ccc(COc2ccc(C)nc2[N+](=O)[O-])cc1	-4	-3	4	1	-1.1	-3	-2	0	nt	1
COc1ccccc1CNC(=O)C1CCC(CNS(=O)(=O)c2ccc(NC(C)=O)cc2)CC1 (stereo not given)	-1	-1	-1	-6	-1.3	-3	-2	7	2	2
Cc1ccc(-c2nn(-c3ccccc3)cc2C(=O)NCC2CCCO2)cc1 (stereo not given)	-1	3	0	1	-2.2	-3	2	1	-13	4
Cc1ccc(CC#N)c(-c2c(CC#N)ccc(C)c2C)c1C	-1	6	0	0	-0.8	0	-1	-3	-12	-1

These rows are one share of the data. The share of hits here may be higher or lower than overall.
